GLS inhibitor – glutaminase GLS (human) inhibition | GLS enzymatic activity, qHTS titration | actives 0.21% (n = 410,000) | AID 624170 | Potency, µM (doses to about 45.5 µM), for inactives: at the top dose activity change, negative = inhibition, usual class: inhibitors; note: potency is the fitted concentration of half-maximal effect; % is set by controls: 0 for no effect and ±100 for the full control effect
Target sequence (O94925 whole entry, looked up): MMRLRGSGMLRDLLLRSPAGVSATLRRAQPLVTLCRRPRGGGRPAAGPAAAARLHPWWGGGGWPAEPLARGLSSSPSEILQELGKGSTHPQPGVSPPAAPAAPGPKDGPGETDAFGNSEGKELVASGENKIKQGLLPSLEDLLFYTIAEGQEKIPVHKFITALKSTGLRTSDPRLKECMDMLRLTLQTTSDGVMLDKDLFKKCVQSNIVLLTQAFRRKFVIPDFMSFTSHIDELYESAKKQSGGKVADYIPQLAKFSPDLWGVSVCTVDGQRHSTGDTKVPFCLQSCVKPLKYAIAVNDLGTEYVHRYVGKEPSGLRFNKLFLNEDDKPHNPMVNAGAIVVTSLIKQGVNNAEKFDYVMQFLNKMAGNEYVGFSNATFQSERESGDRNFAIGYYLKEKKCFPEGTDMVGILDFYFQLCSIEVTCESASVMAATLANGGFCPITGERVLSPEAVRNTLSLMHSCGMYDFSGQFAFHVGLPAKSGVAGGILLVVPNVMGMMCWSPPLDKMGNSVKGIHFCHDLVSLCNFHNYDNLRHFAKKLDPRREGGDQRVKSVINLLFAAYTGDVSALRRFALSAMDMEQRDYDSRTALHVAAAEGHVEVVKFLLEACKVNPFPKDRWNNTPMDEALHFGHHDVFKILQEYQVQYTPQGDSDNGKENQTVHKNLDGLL
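hKGA in 45 mM KH2PO4 pH 8.2, 0.02% Tween-20 with pin-transferred compounds; 1 mM L-glutamine (stock) plus glutamate oxidase/HRP/Amplex Red coupling added. Fluorescence read initially and after 30 min at RT.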
PI4K2A inh – blocks human PI4K2A kinase activity | actives 0.13% (n = 420,000) | activity change, negative = inhibition, % at 76.9 µM | Q9BTU6 | purified PI4K2A, ADP-Glo luminescence, 1 h; active compounds read low; in the data active = activity change below about -50%; inconclusive = mostly about -30% to -49%;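 note: -100% = wells without enzyme as full effect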
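PI4K2A activity was measured by ADP-Glo luminescence: enzyme (4 ug/mL stock) and phosphatidylinositol (1.2 mM stock) in Tris pH 7.5/MgCl2/EGTA/Triton X-100 buffer were reacted with ATP (300 microM stock) for one hour at ambient temperature.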
BAZ2B inh – BAZ2B (human) inhibition; AlphaScreen BAZ2B-H3K14Ac peptide displacement; Potency, µM (titrated, usually from 114 µM), for inactives: at the top dose activity change, negative = inhibition, hits mostly inhibitors; actives 4.4% (n = 360,000); AID 504333; note: potency is the fitted concentration of half-maximal effect; % is set by controls: 0 for no effect and ±100 for the full control effect; nearly all actives have a fitted effect of over 60% in size
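Complex of BAZ2B and biotin-H3K14Ac (50 nM apiece) forms over 30 min at RT, then faces library compounds up to 110 uM for another 30 min; AlphaScreen beads added, 20 min dark incubation, luminescence read.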
HP1b chromo inh – blocks HP1-beta chromodomain binding to methylated histone tails; P83916; AlphaScreen HP1-beta / biotin-H3K9me3 peptide binding; Potency, µM (series often up to 114 µM), without a hit: at the top dose activity change, negative = inhibition, actives largely listed as inhibitors; actives 0.56% (n = 390,000); note: potency is the fitted concentration of half-maximal effect; nearly all actives have a fitted effect of over 70% in size; inactives centre near 23
Target sequence (P83916 whole entry, looked up): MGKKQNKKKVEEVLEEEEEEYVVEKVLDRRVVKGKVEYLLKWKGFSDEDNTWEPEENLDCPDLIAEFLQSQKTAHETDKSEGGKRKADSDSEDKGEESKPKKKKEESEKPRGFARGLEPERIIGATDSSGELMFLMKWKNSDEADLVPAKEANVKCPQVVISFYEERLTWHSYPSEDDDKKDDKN
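HP1-beta protein (50 nM final) preincubated 30 min at room temperature with biotinylated H3(1-18)K9me3 peptide (50 nM) in PBS pH 7.4, 0.01% Tween-20, then compound added for 30 min. AlphaScreen streptavidin donor/nickel chelate acceptor beads (10 ug/mL final), 30 min dark, luminescence read.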
RGS4 inh – inhibitors of human regulator of G protein signaling 4; P49798; Transcreener GDP fluorescence polarization, RGS4-accelerated GTP hydrolysis; Potency, µM (doses to about 114 µM), inactives show at the highest dose activity change, negative = inhibition, hits mostly inhibitors; actives 0.039% (n = 390,000); note: potency is the fitted concentration of half-maximal effect; % is set by controls: 0 for no effect and ±100 for the full control effect; nearly all actives have a fitted effect of over 75% in size; some results filed as inactive show a strong effect at the top dose
Target sequence (P49798 whole entry, looked up): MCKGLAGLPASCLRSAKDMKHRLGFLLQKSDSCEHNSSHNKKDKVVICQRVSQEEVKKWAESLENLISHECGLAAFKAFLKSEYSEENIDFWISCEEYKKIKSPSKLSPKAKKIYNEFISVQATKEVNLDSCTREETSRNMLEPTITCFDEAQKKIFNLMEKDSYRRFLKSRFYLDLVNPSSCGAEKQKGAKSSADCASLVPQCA
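MLSMR compounds (23 nl, pin-transferred) preincubated 10 min at room temperature with a 500nM (2x) first reagent, then RGS4 at 900nM (2x) plus Transcreener GDP mix added; fluorescence polarization (620/688 nm) read before and after 90 min at 30 °C.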
JMJD2A Tudor inh – blocks the human JMJD2A Tudor domain. Potency, µM (titrated, usually from 114 µM), inactives show at the top dose activity change, negative = inhibition, actives largely listed as inhibitors. actives 4.4% (n = 390,000). O75164. AlphaScreen JMJD2A-Tudor / H3K4me3 peptide binding; note: potency is the fitted concentration of half-maximal effect; % is set by controls: 0 for no effect and ±100 for the full control effect; nearly all actives have a fitted effect of over 50% in size
ERG Ets-DNA blk – inhibitors of human ERG Ets domain-DNA interaction. actives 0.028% (n = 370,000). AID 624246. Potency, µM (top dose mostly 76.9 µM), for inactives: at the highest dose FP activity, negative = inhibition, most hits filed as inhibitors. P11308. fluorescence polarization, His-ERG Ets domain / labelled DNA; active = well fitted inhibition curve with a large enough effect in the polarisation, with a control signal flat; inconclusive = small, poorly fitted or top-dose-only effect, or effect the other way, or a change in a side signal; inactive = no such curve, though single readings can be large or run the other way; the % refers to the polarisation;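 note: polarization taken with two DNA probes labelled with fluorescein and Texas red; potency is the fitted concentration of half-maximal effect; % of control where 0% means no effect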
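His-tagged ERG Ets domain (1 uM in the protein solution; 300mM KCl, 50mM Tris-HCl, 1mM EDTA, 1mM DTT, pH 7.5) received compound, then a probe mix of 5 nM fluorescein-DNA and 100nM Texas-615-DNA. Fluorescence polarization was read for both dyes.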
ALOX12 inh – ALOX12 (human) lipoxygenase inhibition | P18054 | actives 1.1% (n = 580,000) | Potency, µM (highest dose often 108 µM), for inactives: at the highest dose activity change, negative = inhibition, most hits filed as inhibitors | purified 12hLO, xylenol orange hydroperoxide absorbance; note: potency is the fitted concentration of half-maximal effect; % is set by controls: 0 for no effect and ±100 for the full control effect
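Purified human 12hLO (150 nM final) in 25 mM Hepes, 0.01% Triton X-100, pH 7.0 was preincubated 15 min at room temperature with compound. Then 40 uM arachidonic acid was added, 30 min. Hydroperoxide was read by Fe-XO absorbance ratio 573/405 nm.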
G9a block – G9a (human) methyltransferase inhibition; Q96KQ7; G9a H3K9 monomethylation, AlphaScreen, 2 h; Potency, µM (series often up to 102 µM), for inactives: at the highest dose activity, negative = inhibition, hits mostly inhibitors; actives 8.8% (n = 350,000); note: potency is the fitted concentration of half-maximal effect; % is set by controls: 0 for no effect and ±100 for the full control effect; nearly all actives have a fitted effect of over 75% in size
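Methyltransferase reactions run at room temperature for 2 h (20 nM enzyme, 500 nM biotin-H3K9 peptide, 20 uM SAM) after a 15 min compound preincubation; product detected by AlphaScreen beads and anti-H3K9me1 antibody.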
An asterisk follows results filed as active; i = inactive; ? = inconclusive; . = no result given; & = joins results of further samples; [ ] = remark or other dose. Unless noted, calls come from the whole dose curve; as a rule, active = well fitted curve in the direction sought with a large enough effect; inconclusive = small, poorly fitted or top-dose-only effect, or another doubt; inactive = no such curve, though single readings can be large; an effect the other way counts as inactive or inconclusive.

#	BAZ2B inh	ERG Ets-DNA blk	GLS inhibitor	RGS4 inh	PI4K2A inh	JMJD2A Tudor inh	HP1b chromo inh	G9a block	ALOX12 inh	canonical_smiles
1	-2.0%	-3.8%	1.2%	-13.5%	-1.6	6.2%	33.1%	-9.5%	-7.5%	NC(=O)C1CCN(C(=S)NCc2ccc3c(c2)OCO3)CC1
2	?	-1.8%	2.0%	-10.7%	-22.0	?	-37.7%	?	0.0%	CC(C)C1NC2(C(=O)c3ccccc3C2=O)C2C(=O)N(c3ccc(F)cc3)C(=O)C12 (stereo unspecified)
3	3.6%	4.6%	8.1%	-21.6%	-3.2	-14.7%	5.9%	24.5%	16.5%	CS(=O)(=O)c1ccc(Oc2ccc(-c3nnco3)cc2)c([N+](=O)[O-])c1
4	-3.1%	2.2%	-2.5%	32.1%	-1.2	-3.8%	24.0%	-5.7%[0.501 µM]	330.8%[activator]	CCOc1ccc(S(=O)(=O)N(CC)CC(=O)NC2CC2)cc1
5	-20.2%	1.1%	-5.5%	-12.2%	-0.4	-3.4%	29.9%	-4.6%	0.0%	CCOC(=O)c1nnc(-c2ccc(C)cc2)nc1Sc1cccc(Cl)c1
6	1.2%	13.0%	-10.5%	5.6%	2.4	-14.3%	12.4%	15.9%	-9.9%	COC(CNC(=O)CNC(=S)N(CCCN1CCOCC1)Cc1cccs1)OC
7	-3.7%	0.3%	24.7%	7.1%	4.3	1.4%	35.1%[activator]	-9.1%[59 µM]	0.0%	COc1cccc2cc(C(=O)N(Cc3ccccc3)CC3CCCO3)c(=O)oc12 (stereo unspecified)
8	-4.0%	-0.4%	-7.6%	8.0%	6.3	-7.2%	43.3%[activator]	-18.8%[59 µM]	-11.5%	CCN(CC)S(=O)(=O)c1ccc2[nH]cc(C(=O)NCCc3ccc(OC)c(OC)c3)c(=O)c2c1
9	3.4%	7.2%	0.0%	9.4%	-2.8	6.4%	38.8%	-3.7%[2.33 µM]	?	O=C(COC(=O)c1nc(Cl)ccc1Cl)Nc1ccc(Cl)cc1
10	0.3%	-1.4%	-2.0%	-9.9%	-1.9	-10.5%	31.9%	6.6%	15.6%	CC(C)=CCN1CCN(Cc2cnc(-c3ccccc3)s2)CC1CCO (stereo unspecified)
11	-12.8%	-1.3%	-0.2%	3.8%	2.8	-17.5%	-4.6%	8.7%[59 µM]	1.8%	CC(C)(C)CC(=O)NC1CC(=O)N(c2ccc3c(c2)OCCO3)C1 (stereo unspecified)
12	10.9%	7.5%	-6.4%	-13.2%	-8.3	-2.2%	17.6%	?	?	CSc1ccccc1C(=O)Nc1ncc(C)s1
13	3.3%	1.8%	5.1%	38.1%	7.0	0.0%	36.3%	21.6%[59 µM]	19.9%	O=C(CNC(=O)c1ccc(Oc2ccccc2)cc1)OCc1ccc(Br)cc1
14	-35.2%	2.7%	-4.4%	-3.4%	0.6	-18.2%	-10.0%	?	?	S=C(NCCc1ccccc1)NC1CC2CCC(C1)N2Cc1ccccc1 (stereo unspecified)
15	-2.3%	-6.7%	1.3%	-1.8%	0.8	-35.2%	24.2%	25.8%[2.33 µM]	0.2%	C[C@H](NC(=O)c1[nH]cnc1C(=O)N[C@H](C)c1ccccc1)c1ccccc1
16	.	-10.8%	-1.3%	-6.7%	-1.6	-2.8%	31.4%	.	?	OCC[C@@H]1C[C@H](O)[C@@H](O)[C@@]2(CCCCO2)O1
17	12.1%	0.4%	25.5%	-7.1%	2.3	-20.5%	8.0%	18.7%[0.501 µM]	-0.9%	Cc1cccc(COc2ccccc2C(=O)NC2CCC(O)CC2)c1 (stereo unspecified)
18	-4.4%	0.4%	-4.0%	-2.0%	15.7	-7.9%	38.1%	-11.4%[59 µM]	?	CC(C)OC(=O)c1cc(NC(=O)C2C3CCC(O3)C2C(=O)O)cc(C(=O)OC(C)C)c1 (stereo unspecified)
19	?	11.6%	0.0%	-12.3%	-19.9	-23.4%	11.5%	35.5µM*	-25.9%	NC1=NC(=O)/C(=C/c2cccc(-c3ccc(S(N)(=O)=O)cc3)c2)S1
20	?	-11.9%	12.8%	1.8%	0.6	-15.5%	28.7%	.	17.4%	Cc1cc(C)c(C(=O)NCCCN2CCOCC2)c(C)c1
21	-1.9%	?	-5.3%	-24.7%	0.9	-2.8%	37.2%	-25.6%	-1.4%	COc1cccc(CN2CCNC(=O)C2CC(=O)N(Cc2cnn(C)c2)C(C)C)c1 (stereo unspecified)
22	-6.3%	5.5%	2.1%	-1.9%	6.2	-2.3%	35.1%	30.2%	-1.8%	COc1ccc(OC)c2nc(-c3ccncc3)ccc12
23	?	8.9%	?	0.3%	1.1	-16.9%	9.7%	-36.0%	-7.1%	Cc1ccccc1NC(=O)Cn1c(CCC(=O)O)ccc1-c1cccs1
24	-4.6%	?	16.9%	-14.9%	4.4	15.2%	38.2%	-35.1%	-2.6%	OC(c1ccccc1)C(CN1CCOCC1)c1ccccc1 (stereo unspecified)
25	-16.3%	-1.0%	5.5%	-14.8%	-3.9	-9.4%	13.5%	6.7%[59 µM]	0.0%	COC(=O)c1ccc(S(=O)(=O)N2C3CCC2CC(NC(=O)NC2CCCCC2)C3)cc1 (stereo unspecified)
26	-9.4%	-10.7%	7.3%	20.5%	0.5	-9.0%	24.7%	.	0.2%	COc1ccc(CCNC(=O)C2CCC(=O)N(CC3CCCCC3)C2)cc1 (stereo unspecified)
27	7.0%	-6.8%	6.7%	21.6%	2.9	2.4%	13.9%	7.8%	1.6%	O=S(=O)(NC1CC1)c1ccc(Cl)cc1F
28	-6.5%	-2.3%	-3.0%	-42.3%	-0.6	-0.6%	44.9%[activator]	4.4%	-14.5%	COCCNC(=O)c1ccc2snnc2c1
29	-7.9%[57.1 µM]	6.9%&0.3%	7.0%&-1.8%	36.4%&-1.0%	1.4&-1.1	4.3%&-15.7%	26.6%&7.2%	-6.6%	2.0%&4.3%	CC(=O)c1cccc(NC(=O)c2ccc3c(c2)CCN3S(=O)(=O)c2ccccc2)c1
30	-10.7%	4.7%	12.5%	-3.5%	-1.4	-13.1%	22.4%	17.8%	2.4%	CCN(Cc1ccccc1)C(=O)C1CCN(S(=O)(=O)c2ccc3c(c2)OCCO3)CC1
31	2.1%	-3.5%	?	?	-6.3	28.2µM*	-5.5%	-3.9%[59 µM]	25.0%	COc1ccc(CC(=O)N(C)CC(=O)Nc2ccccc2SC)cc1
32	-11.2%	2.3%	0.0%	8.3%	4.6	-19.4%	17.9%	4.0%	0.0%	O=C(CCNC(=O)C1CCN(S(=O)(=O)c2ccccc2)CC1)NCCc1ccc(Cl)cc1
33	.	-7.9%	-0.8%	-13.5%	-3.9	-10.0%	84.3%[activator]	.	-2.7%	O=C(C[C@H]1C/C=C\CC[C@H](Cc2ccc(F)cc2)C(=O)OC[C@@H]2CCCN2C1=O)N[C@H](CO)Cc1ccccc1
34	?	0.4%	-0.4%	-13.1%	-6.5	16.8%	57.9%[activator]	19.2%	i	C=CCON1C(=O)c2ccccc2C1=O
35	0.7%&0.6%	-0.7%	2.7%&-1.0%	-14.0%&-22.9%	0.9&-1.7	3.1%&-12.8%	35.6%&25.1%	5.8%&3.0%[59 µM]	-10.7%&-4.4%	COc1ccccc1CNC(=O)CCNS(=O)(=O)c1cccc2nsnc12
36	-1.1%	1.5%	0.7%	-0.5%	3.2	2.8%	6.0%	19.2%	69.0%[activator]	CCOC(=O)CN1N=C(c2ccc(C)cc2)CCC1=O
37	-3.7%	-0.1%	0.0%	6.4%	1.2	-26.4%	14.5%	24.5%	.	Cc1ccc(CNC(=O)C2CCC(=O)N(CCc3ccc(Cl)cc3)C2)s1 (stereo unspecified)
38	-4.6%	-4.8%	-0.8%	14.0%	8.9	-15.5%	19.5%	12.0%[12.7 µM]	8.9%	COc1ccc(C(=O)NCC(c2cccs2)N2CCOCC2)cc1OC (stereo unspecified)
39	-5.7%	3.5%	1.9%	2.0%	1.4	-15.2%	17.1%	-4.8%	-26.4%	O=C(NNS(=O)(=O)c1ccc(Cl)cc1)c1cc(-c2ccccc2)nc2ccccc12
40	?	0.7%	0.2%	-22.9%	0.4	?	-5.3%	?	-18.9%	CCOc1ccc(/C=N/NC(=O)c2cc3c(OC)cccc3[nH]2)cc1

3 structures already listed, arranged by number of heavy atoms, lowest first:
#	BAZ2B inh	ERG Ets-DNA blk	GLS inhibitor	RGS4 inh	PI4K2A inh	JMJD2A Tudor inh	HP1b chromo inh	G9a block	ALOX12 inh	canonical_smiles
19	?	11.6%	0.0%	-12.3%	-19.9	-23.4%	11.5%	35.5µM*	-25.9%	NC1=NC(=O)/C(=C/c2cccc(-c3ccc(S(N)(=O)=O)cc3)c2)S1
25	-16.3%	-1.0%	5.5%	-14.8%	-3.9	-9.4%	13.5%	6.7%[59 µM]	0.0%	COC(=O)c1ccc(S(=O)(=O)N2C3CCC2CC(NC(=O)NC2CCCCC2)C3)cc1 (stereo unspecified)
33	.	-7.9%	-0.8%	-13.5%	-3.9	-10.0%	84.3%[activator]	.	-2.7%	O=C(C[C@H]1C/C=C\CC[C@H](Cc2ccc(F)cc2)C(=O)OC[C@@H]2CCCN2C1=O)N[C@H](CO)Cc1ccccc1

Some of the compounds tested; the hit share may differ from the screen's.
